Source: PubChem
XiGFP reactiv: X-chromosome reactivation activator. AID 743238. 360,000 compounds, 0.055% hits. XiGFP mouse fibroblasts, % GFP-positive cells imaging, 3 d; cells co-treated with 5-aza-dC sensitizer; scaled so ellipticine positive control = 100%. activation, % at 7.58 µM;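 active = mean normalized replicate activation at least 10% and every replicate at or above 10%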;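 also: 0% = median of on-plate neutral control wells and 100% = ellipticine 6 µM median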
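material = 68-5-11 XiGFP fibroblast line | medium = DMEM plus 5-aza-dC sensitizer | schedule = 3 days compound exposure | benchmarks = positive control ellipticine, 6 µM final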
esBAF inh: SWI/SNF esBAF complex inhibition. reporter increase, % at 12.5 µM. AID 602393. mouse ES cells, Bmi1-luciferase knock-in reporter, 24 h; 100% = twice the neutral-well signal. 350,000 compounds, 2% hits; in the data active = activation above about 40%;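 also: 0% = median of the plate's neutral control wells and 100% = double that signal; a rise in the Bmi1 reporter signal indicates esBAF inhibition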
RAD52 anneal inh: inhibitors of human RAD52 DNA annealing. P43351. recombinant RAD52 DNA annealing, FRET fluorescence. inhibition, % at 18.7 µM. 360,000 compounds, 0.46% hits;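 active = every replicate showing at least 50% inhibition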
GSIS activator: primary screen for activators of insulin secretion dependent on glucose, INS-1E cells, GLuc reporter luminescence; INS-1E GLuc reporter insulin secretion, 2-3 h; activation, % at 16.6 µM; 370,000 compounds, 0.61% hits;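 active = lowest replicate activation of at least 40%, so every replicate reaches that level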;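 also: 0% = median of neutral control wells and 100% = median of IBMX positive control wells; some compounds called inactive have numbers as strong as hits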
ERAP1 inh: inhibitors of human ERAP1 aminopeptidase; 340,000 compounds, 0.15% hits; recombinant ERAP1, Leu-AMC fluorescence, 60 min; inhibition, % at 10.7 µM; Q9NZ08; AID 652197;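 active = mean replicate inhibition of at least 30%, or all replicates individually reaching that 30% level; inactive = mean below 30% and not every replicate reaching it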;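 also: 0% = neutral control wells and 100% = L-leucinethiol positive control wells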
Target sequence (Q9NZ08 whole entry, looked up): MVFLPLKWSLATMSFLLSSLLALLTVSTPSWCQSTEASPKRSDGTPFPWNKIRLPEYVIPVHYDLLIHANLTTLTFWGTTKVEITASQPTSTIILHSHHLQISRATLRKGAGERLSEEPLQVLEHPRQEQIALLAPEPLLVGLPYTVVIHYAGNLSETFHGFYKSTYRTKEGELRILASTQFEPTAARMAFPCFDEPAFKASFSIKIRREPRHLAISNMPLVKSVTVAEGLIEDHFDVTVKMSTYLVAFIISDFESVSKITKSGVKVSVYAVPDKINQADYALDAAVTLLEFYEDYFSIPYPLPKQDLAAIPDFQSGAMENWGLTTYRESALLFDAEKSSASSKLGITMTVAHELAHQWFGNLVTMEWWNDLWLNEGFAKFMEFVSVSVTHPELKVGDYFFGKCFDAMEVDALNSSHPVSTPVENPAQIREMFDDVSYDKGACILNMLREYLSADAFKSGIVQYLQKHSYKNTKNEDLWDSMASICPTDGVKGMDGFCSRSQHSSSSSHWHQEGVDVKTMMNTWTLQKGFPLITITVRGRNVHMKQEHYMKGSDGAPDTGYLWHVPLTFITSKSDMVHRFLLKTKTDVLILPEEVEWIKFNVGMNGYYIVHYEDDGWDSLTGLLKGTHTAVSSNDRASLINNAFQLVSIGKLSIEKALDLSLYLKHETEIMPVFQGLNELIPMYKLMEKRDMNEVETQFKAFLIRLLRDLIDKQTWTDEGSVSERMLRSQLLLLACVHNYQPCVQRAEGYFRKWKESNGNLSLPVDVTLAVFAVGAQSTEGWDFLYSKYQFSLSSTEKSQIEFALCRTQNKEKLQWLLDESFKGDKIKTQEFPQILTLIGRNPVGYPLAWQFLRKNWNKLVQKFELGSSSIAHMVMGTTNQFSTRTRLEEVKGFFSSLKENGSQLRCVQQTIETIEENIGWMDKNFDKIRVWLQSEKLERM
ARNT-TACC3 inh: ARNT/TACC3 interaction disruption; Q9Y6A5; AlphaScreen His-ARNT PAS-B/GST-TACC3 binding, luminescence; TACC3 fragment carries E629A point mutation; inhibition, % at 9.99 µM; 390,000 compounds, 0.66% hits;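 active = mean inhibition of replicates at least 50% and at least half of replicates each reaching 50%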;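 also: 0% = complete ARNT plus TACC3 wells and 100% = ARNT alone without TACC3; many hits fall short of the cut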
CFTR F508del cor: CFTR F508del correction in bronchial cells | CFBE cells, YFP halide quenching; stimulated with forskolin plus potentiator P3; % fluorescence drop versus neutral controls | activity (quench increase), % at 7.58 µM | 350,000 compounds, 0.36% hits | AID 720511;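 active = mean added fluorescence quench of at least 8% versus neutral control, with both replicates also reaching 8%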;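 also: cells transiently co-express mutant CFTR-F508del with the halide-sensitive YFP; corrector assay measuring rescue of mutant channel to the surface after 24 h compound exposure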
RAD54 inh: blocks human RAD54 Holliday junction branch migration. inhibition, % at 10.4 µM. AID 602329. FAM/BHQ fluorescence. 360,000 compounds, 0.14% hits;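 active = mean normalized replicate activity at least 40 and at least half of replicates scoring 40 or more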;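 also: 0% = median of neutral control wells and 100% = median of positive control wells; inhibitors cause a drop in the FAM fluorescence signal; in these data hits start at about 50%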
Starred values were filed as active, the others as inactive.

COC(=O)c1ccc(OC(=O)CCN2C(=O)C3C4c5ccccc5C(c5ccccc54)C3C2=O)cc1 (configuration not stated) was read as XiGFP reactiv 0.2, RAD52 anneal inh -6, GSIS activator -10, ERAP1 inh 1, ARNT-TACC3 inh -2 and RAD54 inh 4.
O=S(=O)(Nc1cccnc1)c1cccnc1 was read as XiGFP reactiv -0.1, esBAF inh -10, RAD52 anneal inh -13, ERAP1 inh -2, ARNT-TACC3 inh 11, CFTR F508del cor 0.8 and RAD54 inh -1.
Screening CCOC(=O)N/N=C\c1cccc(OC)c1 returned XiGFP reactiv 0.0, RAD52 anneal inh -8, GSIS activator 5, ERAP1 inh -3, ARNT-TACC3 inh -1 and CFTR F508del cor -0.2.
`C[C@H](CO)N1C[C@H](C)[C@@H](CN(C)S(=O)(=O)c2ccc(F)cc2)Oc2ccc(NC(=O)Nc3ccc(F)cc3)cc2C1=O` gave XiGFP reactiv 0.0, esBAF inh 0, RAD52 anneal inh 14, GSIS activator -12, ERAP1 inh 2, ARNT-TACC3 inh 8, CFTR F508del cor 0.0 and RAD54 inh 6.
For CC(=O)N(C)C[C@@H]1Oc2cc(C#Cc3ccc(F)cc3)ccc2S(=O)(=O)N([C@H](C)CO)C[C@@H]1C the results were XiGFP reactiv -0.7, esBAF inh -2, RAD52 anneal inh 7, GSIS activator -16, ERAP1 inh 0, ARNT-TACC3 inh 1, CFTR F508del cor 8.0* and RAD54 inh -6.
CCOc1ccc(NC(=O)CCc2nnc3ccc(N4CCN(C)CC4)nn23)cc1 was read as XiGFP reactiv 0.2, esBAF inh -3, RAD52 anneal inh 1, GSIS activator 23, ERAP1 inh 0, ARNT-TACC3 inh 5, CFTR F508del cor -1.8 and RAD54 inh 6.
`C[C@H](CO)N1C[C@H](C)[C@@H](CN(C)Cc2ccc3c(c2)OCO3)Oc2ccc(NS(=O)(=O)c3ccc(F)cc3)cc2C1=O` gave XiGFP reactiv 0.0, esBAF inh -6, RAD52 anneal inh -14, GSIS activator 22, ERAP1 inh -1, ARNT-TACC3 inh -2, CFTR F508del cor -0.9 and RAD54 inh -6.
For C/C(=N\OC(=O)Nc1ccccc1)c1cnn(-c2cc(C(F)(F)F)cc(C)n2)c1C the results were XiGFP reactiv 0.1, RAD52 anneal inh -1, ERAP1 inh -3, ARNT-TACC3 inh 33 and CFTR F508del cor 0.6.
For C[C@H]1CN([C@@H](C)CO)C(=O)c2cccc(NS(=O)(=O)c3cccs3)c2O[C@H]1CN(C)CC1CCCCC1 the results were XiGFP reactiv -1.0, esBAF inh -1, GSIS activator 15 and CFTR F508del cor -0.3.
Screening Cc1cc(Nc2ccccc2C(=O)O)n(-c2ccc([N+](=O)[O-])cc2)n1 returned XiGFP reactiv 0.4, RAD52 anneal inh -11, GSIS activator 22, ERAP1 inh -3, ARNT-TACC3 inh 23 and CFTR F508del cor -0.1.
`COc1ccccc1Nc1nnc(SCc2cc(=O)n3ccsc3n2)s1` gave XiGFP reactiv 0.0, esBAF inh 12, RAD52 anneal inh -11, GSIS activator 4, ERAP1 inh 0, ARNT-TACC3 inh 10, CFTR F508del cor -0.6 and RAD54 inh -11.
For Cc1cccc(C)c1N(CC(=O)N(C)Cc1ccccc1)S(C)(=O)=O the results were XiGFP reactiv 0.0, esBAF inh -6, RAD52 anneal inh -4, GSIS activator -3, ERAP1 inh -5, ARNT-TACC3 inh -9, CFTR F508del cor 1.1 and RAD54 inh -10.
Screening Cc1ccccc1N1CCN(CC(=O)Nc2nc(C)c(C(=O)N(C)C)s2)CC1 returned XiGFP reactiv 0.1, esBAF inh -1, RAD52 anneal inh -17, GSIS activator -12, ERAP1 inh -1, ARNT-TACC3 inh -3, CFTR F508del cor -0.2 and RAD54 inh -3.
O=C(Nc1ccc([N+](=O)[O-])cn1)C1CC1 was read as XiGFP reactiv -0.1, esBAF inh 15, GSIS activator 1, ARNT-TACC3 inh -5 and RAD54 inh -9.
For COc1ccc([C@@H]2CC=C(C(=O)O)[C@H](c3ccc(C)cc3)N2S(=O)(=O)c2ccccc2C)cc1 the results were XiGFP reactiv -0.1, esBAF inh 0, RAD52 anneal inh -9, GSIS activator -10, ERAP1 inh 0, ARNT-TACC3 inh 0, CFTR F508del cor -1.4 and RAD54 inh 6.
`Nn1c(SCC(=O)NCC2CCCO2)nnc1-c1ccc(OC(F)F)cc1` (configuration not stated) gave XiGFP reactiv 0.3, esBAF inh 0, RAD52 anneal inh -8, GSIS activator -7, ERAP1 inh 6, CFTR F508del cor 0.8 and RAD54 inh 1.
Screening CC(C)NC(=O)N(C)C[C@@H]1Oc2ncc(-c3ccccc3)cc2C(=O)N([C@H](C)CO)C[C@@H]1C returned XiGFP reactiv 0.2, esBAF inh -1, RAD52 anneal inh 14, GSIS activator 1, ERAP1 inh 3, ARNT-TACC3 inh -7, CFTR F508del cor 1.6 and RAD54 inh -3.
Screening Cc1ccc(NC(=O)C2CCN(S(=O)(=O)c3c(C)[nH]c(=O)[nH]c3=O)CC2)cc1 returned esBAF inh 0, RAD52 anneal inh 9, GSIS activator -4, ERAP1 inh 0, ARNT-TACC3 inh 0, CFTR F508del cor 1.1 and RAD54 inh -2.
Screening CC1(C)Cc2c(sc3c2c(N)nc(=S)n3Cc2ccccc2)CO1 returned XiGFP reactiv -0.1, RAD52 anneal inh -63, GSIS activator -10, ERAP1 inh 5 and CFTR F508del cor -1.7.
CCCN(CCC)C(=O)c1ccc2c(c1)S(=O)(=O)c1ccccc1C2=O was read as XiGFP reactiv -0.1, esBAF inh -4, RAD52 anneal inh -11, GSIS activator 15, ERAP1 inh 0, ARNT-TACC3 inh 3, CFTR F508del cor 2.5 and RAD54 inh 0.
For C[C@@H]1CN([C@H](C)CO)C(=O)c2cc(NC(=O)NC3CCCCC3)ccc2O[C@@H]1CN(C)C(=O)Nc1ccc(F)cc1 the results were XiGFP reactiv 0.1, esBAF inh 0, RAD52 anneal inh 18, GSIS activator -27, ERAP1 inh 0, ARNT-TACC3 inh -1, CFTR F508del cor 0.4 and RAD54 inh -4.
CCOC(=O)c1c(C2CC2)csc1NC(=O)COC(=O)c1cc(OC)c(OC)cc1[N+](=O)[O-] was read as XiGFP reactiv 0.0, esBAF inh -14, RAD52 anneal inh -23, GSIS activator -1, ERAP1 inh 0, ARNT-TACC3 inh 2 and CFTR F508del cor -4.5.
Screening COc1cc2c(cc1OC)C1C(=O)c3cc(OS(C)(=O)=O)c(OC)cc3C1N(C)C2=O (configuration not stated) returned XiGFP reactiv -0.1, RAD52 anneal inh -7, GSIS activator 1, ERAP1 inh 2, ARNT-TACC3 inh 1 and CFTR F508del cor -4.5.
Screening CCOc1cc(/C=N/NC(=O)c2ccc(=O)n(C)c2)ccc1O returned XiGFP reactiv -0.1, RAD52 anneal inh 2, GSIS activator -5, ERAP1 inh -1, ARNT-TACC3 inh 2 and CFTR F508del cor 0.2.
`C#Cc1ccc([C@H]2C=C(C(=O)NC3CC3)O[C@@H](OCC)[C@@H]2CCCO)cc1` gave XiGFP reactiv 0.6, esBAF inh 8, RAD52 anneal inh -7, GSIS activator 6, ERAP1 inh -1, ARNT-TACC3 inh -1, CFTR F508del cor -1.7 and RAD54 inh -1.
CC(=O)Nc1cc(-c2ccc(C(=O)NC3CC3)cc2)cn2c(-c3cccc(C(F)(F)F)c3)cnc12 was read as XiGFP reactiv 0.1, esBAF inh -4, RAD52 anneal inh -42, GSIS activator -2, ERAP1 inh -2, CFTR F508del cor 3.1 and RAD54 inh 7.
CC(=C1SC(=S)NC1=O)c1ccc(Cl)c(O)c1 was read as XiGFP reactiv -0.1, RAD52 anneal inh -15, GSIS activator -18, ERAP1 inh 3 and CFTR F508del cor 0.2.
`C[C@H]1CN([C@@H](C)CO)C(=O)Cc2cc(N(C)C)ccc2O[C@H]1CN(C)S(=O)(=O)c1cn(C)cn1` gave XiGFP reactiv -1.2, esBAF inh -6, RAD52 anneal inh 7, GSIS activator 7, ERAP1 inh 0, ARNT-TACC3 inh -7, CFTR F508del cor -2.3 and RAD54 inh 9.
Cc1ccc(S(=O)(=O)N2C[C@H]3n4c(=O)ccc(=O)n4C[C@H](OC(=O)NCc4ccco4)[C@@]3(O)C2)cc1 was read as XiGFP reactiv -0.1, esBAF inh 1, RAD52 anneal inh -13, GSIS activator -6, ERAP1 inh 7, CFTR F508del cor -7.1 and RAD54 inh 3.
`CCCCn1c(CNC(=O)CC)nc2ccccc21` gave XiGFP reactiv -0.1, esBAF inh 2, RAD52 anneal inh -7, GSIS activator 14, ERAP1 inh 1, ARNT-TACC3 inh -2, CFTR F508del cor -0.4 and RAD54 inh 8.
Screening CCN1CCN(c2nc(N)c([N+](=O)[O-])c(Nc3ccc(C)cc3)n2)CC1 returned XiGFP reactiv 0.5, esBAF inh -14, GSIS activator 1, ARNT-TACC3 inh -4 and RAD54 inh 1.
For C=CCNC(=O)CSc1nnc(-c2ccccc2Br)n1-c1cccc(C(F)(F)F)c1 the results were XiGFP reactiv 0.1, esBAF inh 9, GSIS activator -25, ARNT-TACC3 inh 4 and RAD54 inh -4.
Screening CCCCCCSc1ccc([C@@H]2[C@@H]3C(=O)N(C)C(=O)[C@@H]3[C@]3(C(=O)OC)CCCCN23)cc1 returned XiGFP reactiv -0.1, esBAF inh -7, RAD52 anneal inh -14, ERAP1 inh 1, ARNT-TACC3 inh -15, CFTR F508del cor 1.8 and RAD54 inh -1.
`CO[C@H]1CN(C)C(=O)c2cc(NS(=O)(=O)c3cn(C)cn3)ccc2OC[C@H](C)N(C)C[C@H]1C` gave XiGFP reactiv -0.3, esBAF inh 2, GSIS activator 16, ARNT-TACC3 inh -5, CFTR F508del cor -0.8 and RAD54 inh 5.
`CN(C)CC(=O)Nc1ccc2c(c1)[C@@H]1C[C@@H](CC(=O)NCc3ccc(-c4ccccc4)cc3)O[C@H](CO)[C@@H]1O2` gave XiGFP reactiv 0.9, esBAF inh 9, RAD52 anneal inh 30, GSIS activator 6, ERAP1 inh 0, ARNT-TACC3 inh 3, CFTR F508del cor -1.0 and RAD54 inh 4.
`Cc1ccccc1CC1(CO)CCCN(Cc2cn[nH]c2-c2ccccc2)C1` (configuration not stated) gave XiGFP reactiv -0.3, esBAF inh -8, RAD52 anneal inh -7, GSIS activator 11, ERAP1 inh -4, ARNT-TACC3 inh 8, CFTR F508del cor -3.9 and RAD54 inh 2.
Screening COc1cc(OC)cc(C(=O)Nc2nc(-c3ccccc3)c(-c3ccccc3)o2)c1 returned XiGFP reactiv 0.2, RAD52 anneal inh -4, GSIS activator 1, ERAP1 inh -6 and CFTR F508del cor -0.2.
`CC(=O)Nc1nnc(C2=COCCO2)o1` gave XiGFP reactiv 0.0, RAD52 anneal inh -9, GSIS activator -1, ERAP1 inh -3, ARNT-TACC3 inh -1 and CFTR F508del cor 2.1.
OCCOCCn1c(C(CO)Nc2nc(-c3ccc(F)cc3)cs2)nc2ccccc21 (configuration not stated) was read as XiGFP reactiv 0.0, esBAF inh -4, RAD52 anneal inh -14, ERAP1 inh 2, ARNT-TACC3 inh 5, CFTR F508del cor 4.6 and RAD54 inh 0.
`C[C@@H]1CN([C@@H](C)CO)C(=O)c2cccc(NC(=O)c3nc4ccccc4s3)c2O[C@@H]1CN(C)Cc1ccc(Oc2ccccc2)cc1` gave XiGFP reactiv 0.4, esBAF inh 8, RAD52 anneal inh 5, GSIS activator -24, ERAP1 inh 0, CFTR F508del cor 0.9 and RAD54 inh -1.
Screening C[C@H](CO)N1C[C@H](C)[C@@H](CN(C)Cc2ccncc2)Oc2cc(C3=CCCC3)ccc2S1(=O)=O returned XiGFP reactiv -1.2, esBAF inh 2, RAD52 anneal inh -26, GSIS activator 22, ERAP1 inh -2, ARNT-TACC3 inh -2, CFTR F508del cor 1.1 and RAD54 inh 1.
